p47phox inh: blocks human p47phox regulatory protein of NADPH oxidases. p47phox/p22phox peptide binding, fluorescence polarization, 2 h. 220,000 compounds, 0.53% hits. AID 1274. inhibition, % at 24.7 µM;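 active = inhibition above about 30%, limit read from the data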;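 also: 0% = p47phox with labelled peptide and 100% = labelled peptide alone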
PGE2 EP2 inh: blocks the human prostaglandin E2 receptor EP2; C6 glioma cells expressing human EP2, cAMP TR-FRET; cells stimulated with saturating PGE2; inhibition, % at 25 µM; P43116; 260,000 compounds, 0.52% hits;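 active = percent inhibition above 40 after rounding to a whole number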;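 also: rat C6 glioma host cells with rolipram phosphodiesterase inhibitor present; the protocol text gives 20 µM as final concentration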
Target sequence (P43116 whole entry, looked up): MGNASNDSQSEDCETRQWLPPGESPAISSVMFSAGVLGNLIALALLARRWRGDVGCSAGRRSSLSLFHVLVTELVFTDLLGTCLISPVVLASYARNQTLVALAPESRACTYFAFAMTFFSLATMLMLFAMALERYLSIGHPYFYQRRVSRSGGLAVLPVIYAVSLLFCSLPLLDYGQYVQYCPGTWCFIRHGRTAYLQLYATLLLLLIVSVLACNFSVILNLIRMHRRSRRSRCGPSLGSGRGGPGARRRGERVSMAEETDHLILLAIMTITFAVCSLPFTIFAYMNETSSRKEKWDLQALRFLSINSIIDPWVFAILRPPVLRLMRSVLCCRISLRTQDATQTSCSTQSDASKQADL
BaF3 parental: reduces parental Ba/F3 cell viability, JAK2V617F counter-screen; inhibition, % at 5.6 µM; 220,000 compounds, 1.1% hits; CellTiter-Glo ATP luminescence;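 active = inhibition above a per-campaign cutoff, the mean inhibition of all tested compounds plus 3 SD, cut at about 27% in these data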;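 also: 0% = DMSO wells and 100% = JAK Inhibitor I control wells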
Furin inh: inhibitors of human furin; AID 463115; inhibition, % at 30 µM; P09958; purified furin, fluorogenic substrate cleavage; 220,000 compounds, 0.061% hits; in the data active = inhibition above about 25%; also: inactives centre near -15
Target sequence (P09958 108-714 limits assumed): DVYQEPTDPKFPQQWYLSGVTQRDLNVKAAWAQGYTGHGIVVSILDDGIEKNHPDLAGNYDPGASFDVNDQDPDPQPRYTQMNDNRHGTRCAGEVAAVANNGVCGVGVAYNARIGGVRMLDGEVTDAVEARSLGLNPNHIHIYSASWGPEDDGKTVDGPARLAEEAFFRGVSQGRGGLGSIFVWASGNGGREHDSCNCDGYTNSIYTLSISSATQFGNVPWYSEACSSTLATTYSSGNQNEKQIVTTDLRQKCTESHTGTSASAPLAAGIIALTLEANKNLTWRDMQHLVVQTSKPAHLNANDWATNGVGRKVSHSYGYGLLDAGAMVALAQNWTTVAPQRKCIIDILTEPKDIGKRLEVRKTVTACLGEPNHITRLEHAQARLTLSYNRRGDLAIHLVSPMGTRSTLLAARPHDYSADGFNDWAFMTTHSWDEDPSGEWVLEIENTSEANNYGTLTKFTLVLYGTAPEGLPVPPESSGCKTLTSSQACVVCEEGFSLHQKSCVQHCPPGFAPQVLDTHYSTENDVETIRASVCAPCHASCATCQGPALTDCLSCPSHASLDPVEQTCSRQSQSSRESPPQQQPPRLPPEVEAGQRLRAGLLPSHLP
TbHK1 inh: T. brucei hexokinase 1 inhibition; recombinant TbHK1, G6PDH-coupled NADH A340; inhibition, % at 10 µM; 220,000 compounds, 0.11% hits; AID 1430;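 active = inhibition of 50% or more in the single-dose primary screen; inactive = inhibition below 50%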
RBBP9 inhibitor: human RBBP9 hydrolase inhibition; inhibition, % at 7.94 µM; 220,000 compounds, 0.2% hits; O75884; AID 1515; recombinant RBBP9, FP-Rh probe fluorescence polarization;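 active = inhibition above the campaign mean of all tested compounds plus 3 SD, cut at about 14% in these data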;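 also: plate controls were DMSO wells with RBBP9 for no effect and wells lacking RBBP9 protein for full effect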
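Test system: recombinant human RBBP9; Timing: 30 min then 45 min, 25 °C; Detection: fluorescence polarization; Control set: RBBP9 with DMSO as uninhibited control, no-protein wells as full inhibition; Compound dosing: one concentration, 7.94 µM nominal, 0.794% DMSO; Probe or stimulus: FP-Rh activity-based probe, 375 nM before mixing.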
p97 inhibitor: inhibitors of human p97 ATPase; P55072; recombinant p97 ATPase, Kinase-Glo ATP luminescence, 3 h; inhibition, % at 8 µM; 220,000 compounds, 0.42% hits; AID 1481; in the data active = inhibition above about 15%;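 also: 0% = DMSO vehicle and 100% = wells lacking enzyme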
Ba/F3 V617F tox: loss of viability in JAK2V617F-driven Ba/F3 cells | Ba/F3 EpoR-JAK2V617F viability, ATP luminescence | 220,000 compounds, 1.1% hits | inhibition, % at 5.6 µM;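 active = inhibition above the campaign mean plus 3 SD over all tested compounds, cut at about 24% in these data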;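 also: cytokine-independent growth of Ba/F3 cells driven by EpoR plus mutant JAK2; 0% = DMSO-treated cells and 100% = JAK inhibitor I control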
PPC-1+TRAIL kill: compounds killing PPC-1 cancer cells with TRAIL present (potentiator screen, no TRAIL-free arm) | PPC-1 cells + TRAIL, ATPLite viability luminescence | cell killing (% activity), % at 4 µM | 220,000 compounds, 0.41% hits | AID 1443;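 active = cell killing above 50% in the first pass at 4 µM, then a duplicate retest at 5 µM averaging 50% or more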;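 also: plate controls were cells with TRAIL plus DMSO for no effect and medium-only wells lacking cells for full effect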
Active calls of the source: *; . = no result given; & = joins results of further samples; [ ] = remark or other dose. Only part of the results is shown (hit frequency here may not be typical).

SMILES	p47phox inh	PGE2 EP2 inh	BaF3 parental	Furin inh	TbHK1 inh	RBBP9 inhibitor	p97 inhibitor	Ba/F3 V617F tox	PPC-1+TRAIL kill
COc1ccc(C(NC(C)=O)c2cc(Cl)c3cccnc3c2O)cc1OC (stereo not given)	-13.4	3.3	9.7	-14.6	-6.4	-4.4	1.1	4.2	31.4
Cn1c(-c2ccc3c(c2)OCO3)cnc1N	-10.2	1.7	0.9	-9.8	6.1	-8.6	12.0	-3.5	2.1
COC(=O)CSc1ncnc2c(C)csc12	0.6	6.9	-2.3	-19.1	-4.4	-5.6	9.4	-1.8	-6.2
Cc1ccc(C)c(NS(=O)(=O)c2cc(C(=O)NCCSC3CCCCC3)ccc2C)c1	-36.4	3.0	2.6	-15.1[20 µM]	0.7	-16.2	1.5	-2.4	7.8
O=C(c1ccc(Cl)cc1)N1CCCCC(Sc2nnc(-c3ccc4c(c3)OCO4)o2)C1=O (stereo not given)	-16.4	.	2.1	-13.4	3.3	-3.2	3.4	-2.2	47.7
O=C(Nc1ccc2c(c1)OCCO2)C1CCN(C(=O)c2ccc(Cl)cc2)CC1	-3.5	3.2	-1.0	-16.5	0.9	-4.6	3.4	-2.2	-0.9
C=CCn1c(COc2cccc3ccc(C)nc23)nnc1SCC(=O)OC	-5.3	18.9	1.0	-15.9[20 µM]	-1.7	3.7	3.1	-3.1	8.5
Cc1ccc(S(=O)(=O)Nc2cccc3cccnc23)cc1	-2.1	4.9	3.6	-15.7[20 µM]	8.9	-9.6	-3.5	0.3	4.2
COc1cccc(/C=C(/C#N)c2ccc(F)cc2)c1OCc1cccc(C(=O)O)c1	-0.9	14.7	3.0	-11.6	25.3	-8.5	1.5	-0.2	21.2
CCOC(=O)Cc1cc(-c2ccccc2)nc2ccc3ccccc3c12	-17.7	.	0.5	-13.9[20 µM]	-0.1	-2.5	-0.1	-1.5	16.7
CCOc1ccc(C2N(c3ccc(Cl)cc3)C(=O)C3CCCN32)cc1OC (stereo not given)	-25.4	2.7	10.5	-23.2	-4.8	-1.6	1.9	-1.7	14.2
CCSc1nnc(NC(=O)C(C)Sc2nc3ccccc3[nH]2)s1 (stereo not given)	-15.6	10.3	8.1	-12.1	-0.3	-1.4	13.6	-1.6	-0.2
O=C(Nc1ccc2c(c1)OCCO2)c1cc2ccccc2o1	-4.2	3.0	1.9	-8.0	-10.1	-8.0	0.2	-0.8	56.5*[5 µM]
CCc1nc2ccccc2c(C(=O)OCC(=O)Nc2ccc(S(=O)(=O)N3CCOCC3)cc2)c1C	-33.0	.	7.7	-8.9	-2.6	-21.0	3.1	4.2	-1.1
O=C(N/N=C/c1cccs1)c1ccc2nc[nH]c2c1	3.6	4.3	4.7	-9.5	-33.5	1.2	1.7	1.5	.
CCOC(=O)c1oc2ccccc2c1NC(=O)c1ccccc1OC	-14.6	10.5	1.6	-17.9	-8.3	-4.0	-2.1	-1.4	-12.3
NCCc1cnc[nH]1	-6.8&2.9	16.6&19.5&10.0&15.6	1.2&6.8	-17.9&-14.9	-9.2&-2.1	-1.4&-5.3	7.7&-0.1	-5.5&2.0	18.8
CC(=O)Oc1ccc(C(=O)Nc2cccc(C(=O)NC(C)(C)C)c2)cc1	3.6	2.3	5.1	-23.3	-1.0	-8.5	3.9	-0.5	16.4
Cc1nc(Nc2ccc3c(c2)OCCO3)c2oc3ccccc3c2n1	-27.0	10.5	6.9	3.2[20 µM]	-12.5	-7.2	-4.6	59.5*	-3.1
CC(C)CC(=O)Nc1cccc(-c2nc3ccccc3[nH]2)c1	4.5	3.2	1.1	-22.0	7.7	-6.0	0.7	1.6	9.5
CCCCCc1nc2c(=O)[nH]c3ccccc3c2o1	-1.7	10.3	1.3	-19.1	-0.7	-8.0	4.0	-1.7	4.1
Cc1cc(-c2ccccc2)nc2[n+]1CCN2C	-6.7	13.3	61.8*	-25.6	-3.8	-5.2	3.8	67.9*	3.7
CCOC(=O)Nc1nn(-c2ccc(C)cc2)c(=O)c(C#N)c1C	-9.8	8.6	0.4	-22.8	-6.7	3.4	1.0	-3.7	-5.8
O=C(O)CCCCCN=Cc1c(O)c2ccccc2oc1=O	-7.5	3.4	6.9	-22.1	-12.4	-3.7	4.7	2.1	8.6
COc1cc(COCC(O)CN2CCN(CCN3C(=O)c4cccc5cccc(c45)C3=O)CC2)cc(OC)c1OC (stereo not given)	-1.3	0.5	3.7	-13.2	-81.8	-9.9	1.1	4.8	27.7

The list continues:
SMILES	p47phox inh	PGE2 EP2 inh	BaF3 parental	Furin inh	TbHK1 inh	RBBP9 inhibitor	p97 inhibitor	Ba/F3 V617F tox	PPC-1+TRAIL kill
CC(C)[C@H](NC(=O)Cc1ccccc1)C(=O)OCc1cc(=O)n2c(n1)sc1ccccc12	-4.9	18.3	5.5	-9.7	-5.0	-5.6	-0.1	-1.3	-1.9
O=S(=O)(c1ccc(Cl)cc1)N(CCCN1CCOCC1)Cc1cccs1	-12.8	7.7	9.7	-34.4	-2.9	-10.5	2.5	-0.8	8.2
O=C(COc1ccccc1/C=C\c1[nH]c(=O)[nH]c(=O)c1[N+](=O)[O-])Nc1ccccc1	-8.6	1.9	6.0	-21.5	-13.1	-0.2	9.4	-0.4	1.1
Cc1ccc(C(=O)NCCN2C3=NC[C@H](Cc4ccc(O)cc4)N3C[C@H]2Cc2ccc(O)cc2)cc1Br	-0.6	8.7	.	-23.4	6.1	.	.	.	14.2
COc1ccc(/C=N/NC(=O)Cc2cc(OC)c(OC)cc2[N+](=O)[O-])cc1	1.1	5.9	6.2	-14.7	-9.6	-2.6	3.6	-2.8	5.3
COc1ccc(-c2cc(C(F)(F)F)nc(-n3cc(Cl)cn3)n2)cc1	1.4	6.6	-0.3	-11.3[20 µM]	-28.1	-12.2	2.4	-2.9	-19.4
c1ccc(-c2nn[nH]n2)cc1	-11.8	6.2	-1.2	-16.7	6.2	-6.4	0.5	-2.5	3.1
Cn1sc(NC(=O)c2ccccc2)nc1=O	-9.1	4.0	2.3	-23.0	-7.1	-6.7	-1.0	1.2	5.8
CCOc1ccc(S(=O)(=O)Nc2ccc(F)cc2)c(C)c1C	-20.3	7.8	5.7	-16.3[20 µM]	1.9	-1.5	2.1	0.8	18.6
Cc1occc1C(=O)NNC(=O)c1ccccc1C(=O)O	7.7	8.7	4.0	-12.5	-4.3	-7.4	-0.4	-2.3	11.5
C=CCSc1nc(N)c(C(=O)Nc2ccccc2OC)cc1C(=O)Nc1ccccc1	-10.6	18.8	6.0	-24.9[20 µM]	-20.6	1.4	3.2	0.3	5.2
Cc1ccc(C(=O)NC(=S)Nc2ccccc2N2CCCC2)cc1[N+](=O)[O-]	-1.4	2.2	2.1	-6.0	27.6	-2.1	4.6	-3.3	8.5
O=[N+]([O-])c1ccc(NCc2ccccc2)nc1	5.7	11.5&9.5	75.3*	8.0	-21.2	-0.9	-2.7	32.0*	9.8
O=C1c2ccccc2C(Nc2ccc3c(c2)OCCO3)N1Cc1ccco1 (stereo not given)	-3.2	7.3	2.3	-17.4	-4.0	8.8	4.9	-1.1	24.3
CC(c1ccon1)N(C)Cc1cn(C)nc1-c1ccc2c(c1)OCCO2 (stereo not given)	3.0	8.3	-3.6	-11.5	-9.1	-1.5	6.9	-3.5	-5.0
CCSc1nnc(NC(=O)CSc2ncccn2)s1	-9.7	10.9	1.5	-19.7[20 µM]	-4.1	-7.9	-6.1	4.1	19.1
Cc1cc(C#N)c(C)n1-c1cc(C(F)(F)F)ccc1N1CCOCC1	-16.6	7.3	1.4	-5.9	3.6	11.7	0.7	-1.1	1.3
CCc1cccc(C)c1NC(=O)CSc1nnc(-c2ccco2)n1N	4.8	4.6	4.8	-20.5	3.5	-4.3	7.9	-0.6	-2.2
O=C(CN1C(=O)COc2ccccc21)c1ccc(Cl)cc1	-20.6	10.0&7.0	9.1	-21.4	-1.0	0.1	-4.1	2.0	22.1
CC(NC(=O)NCCCn1ccnc1)(C(F)(F)F)C(F)(F)F	-0.7	19.3	5.9	-29.9	0.0	-4.9	1.2	-1.9	8.6
CCOC(=O)CSc1nc2ccc(N3CCOCC3)cc2c(=O)n1Cc1ccccc1	-2.8	8.1	6.4	-13.9[20 µM]	-12.1	-5.7	5.8	-0.2	-3.1
COc1ccc(Nc2sc(C(=O)c3ccc(Cl)cc3)c(N)c2C(=O)Nc2ccccc2OC)cc1	-18.2	16.6	0.3	-9.6[20 µM]	-28.0	3.3	5.6	-5.9	25.4
COC(=O)c1ccccc1NC(=O)C(CCS(C)(=O)=O)NC(C)=O (stereo not given)	3.7	11.2	4.4	-5.1	7.3	-6.8	4.0	-0.7	10.7
Cc1ccc(S(=O)(=O)Nc2cc(C)nn2-c2ccccc2)cc1	-15.4	7.2	4.8	-3.5	-0.2	-7.7	-1.5	-1.4	-11.8
Cc1ccccc1OCCC(=O)OCC(=O)NC(C)c1ccccc1 (stereo not given)	.	11.6	1.2	-16.9	-14.1	12.9	-1.0	-2.0	-6.3

Already shown: 3 of the compounds above.
SMILES	p47phox inh	PGE2 EP2 inh	BaF3 parental	Furin inh	TbHK1 inh	RBBP9 inhibitor	p97 inhibitor	Ba/F3 V617F tox	PPC-1+TRAIL kill
COC(=O)c1ccccc1NC(=O)C(CCS(C)(=O)=O)NC(C)=O (stereo not given)	3.7	11.2	4.4	-5.1	7.3	-6.8	4.0	-0.7	10.7
Cc1ccc(S(=O)(=O)Nc2cc(C)nn2-c2ccccc2)cc1	-15.4	7.2	4.8	-3.5	-0.2	-7.7	-1.5	-1.4	-11.8
Cc1ccccc1OCCC(=O)OCC(=O)NC(C)c1ccccc1 (stereo not given)	.	11.6	1.2	-16.9	-14.1	12.9	-1.0	-2.0	-6.3

(more compounds)
SMILES	p47phox inh	PGE2 EP2 inh	BaF3 parental	Furin inh	TbHK1 inh	RBBP9 inhibitor	p97 inhibitor	Ba/F3 V617F tox	PPC-1+TRAIL kill
CCCCN(C(=O)CNC(=O)c1cccs1)C(C(=O)NC1CCCCC1)c1cccnc1 (stereo not given)	-0.1	8.5	1.0	-14.3[20 µM]	1.9	1.8	4.8	-4.5	6.3
COC(=O)c1c(NC(=O)CN2CCN(Cc3ccc4c(c3)OCO4)CC2)sc(C)c1C	-1.6	10.8&6.0	-0.8	-19.8	-20.6	-4.2	-2.5	-4.2	24.1
CS(=O)(=O)c1ccc(Cl)c(NC(=O)CCc2ccccc2)c1	-0.5	1.0	4.2	-26.9	-1.9	-2.5	1.8	-4.4	18.1
COc1ccc(C(=O)/C=C/Nc2cccc(O)c2)cc1	-17.9	12.8	1.7	-5.0[20 µM]	-23.4	1.4	-0.8	-0.7	81.8*[5 µM]
COc1ccccc1NNC(=O)C(O)(c1ccccc1)c1ccccc1	-10.6	12.1	0.4	-19.4	-5.7	-4.6	6.9	-5.8	-1.0
COc1ccccc1OCCSc1nnc(C)n1-c1ccccc1	-8.4	18.8	4.6	-14.1[20 µM]	-7.1	-13.4	-0.8	0.1	-13.0
Cc1cc(O)ccc1N/C=C(\C#N)c1nc2ccccc2o1	-22.6	5.4	6.4	-8.5	-15.8	-3.2	5.7	0.2	-8.5
O=C(Cn1cnc2ccccc21)N1CCN(S(=O)(=O)c2ccccc2)CC1	0.8	-1.7	6.8	-23.3	-2.1	-3.6	4.1	0.2	0.1
CCCCNCCOc1ccccc1-c1ccccc1	-3.9	6.2	6.0	-28.0	24.9	-0.1	-1.5	-2.0	13.7
Cc1cccc(NC(c2ccc(C)s2)c2ccc3ccc(C)nc3c2O)n1 (stereo not given)	-3.8	4.7	0.3	-6.2	1.1	-2.1	5.8	-1.8	-6.4

Screening results (PubChem BioAssay)
